Screening results deposited in PubChem by Broad Institute.
PGC1a acetyl inh: inhibitors of PGC1a acetylation signal, primary screen, cell-based, U2OS, AlphaScreen, inhibitor mode; AlphaScreen anti-acetyl-lysine; with virally co-expressed GCN5 acetyltransferase; inhibition, % at 15.6 µM; 0.17% of 350,000 active; AID 651687, 2012;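 active = every replicate shows inhibition of at least 40%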;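 also: 0% = neutral control wells and 100% = positive control wells; some results beyond the cut were filed as inactive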
CFTR F508del cor: F508del CFTR correction, initial screen, CFBE line, single point; CFBE cells, YFP halide quenching; stimulated with forskolin plus potentiator P3; % fluorescence drop versus neutral controls; activity (quench increase), % at 7.58 µM; 0.36% of 350,000 active; AID 720511, 2013;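 active = mean added fluorescence quench of at least 8% versus neutral control, with both replicates also reaching 8%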;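 also: cells transiently co-express mutant CFTR-F508del with the halide-sensitive YFP; corrector assay measuring rescue of mutant channel to the surface after 24 h compound exposure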
GSIS activator: GLuc luminescence reporter in INS-1E cells, primary screen for activators of glucose-dependent secretion of insulin; INS-1E GLuc reporter insulin secretion, 2-3 h; activation, % at 16.6 µM; 0.61% of 370,000 active; AID 743287, 2014;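 active = lowest replicate activation of at least 40%, so every replicate reaches that level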;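 also: 0% = median of neutral control wells and 100% = median of IBMX positive control wells; some compounds called inactive have numbers as strong as hits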
miR122 inh: miR-122 Renilla sensor signal increase in Huh7, primary screen, miR-122 inhibitor project, cell-based, single point, plate reader; 0.3% of 340,000 active; Huh7 miR-122 Renilla luciferase sensor, 48 h; neutral wells = 0, positive control = 100; activation (reporter increase), % at 12.5 µM; AID 602342, 2012;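 active = mean replicate activation score at least 90 and every replicate individually at or above 90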;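 also: higher luciferase means less miR-122 activity so hits act as miR-122 inhibitors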
Statin myotox sup: suppressors of statin myotoxicity in C2C12 myotubes, primary screen, cell-based, single point, plate reader | 0.78% of 330,000 active | AID 602340, 2012 | C2C12 myotubes + simvastatin, ATP luminescence, 48 h; scaled: DMSO 0, geranylgeraniol control 100 | rescue of ATP level, % at 7.49 µM;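 active = mean ATP rescue above about 67%, or every replicate alone reaching that limit, limit read from the data, passing the limit was not always enough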;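 also: myotubes were challenged with 10 µM simvastatin during compound exposure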
FN deposit inh: inhibitors of fibronectin matrix deposition, primary screen, AH1F cells, Alexa488-fibronectin fluorescence, plate reader | AH1F fibroblasts, overnight | inhibition, % at 12.6 µM | 0.086% of 350,000 active;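 active = mean inhibition across replicates of 30% or more, regardless of how many single replicates reach that level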;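 also: positive control wells lacked labelled fibronectin entirely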
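Assay system: AH1F fibroblasts / Quantity: 10000 cells per well / Medium: DMEM plus 2% serum, read in PBS / Reagent: labelled fibronectin 24 nM / Dosing: single dose, pinned / Times: 1 h cell attachment, overnight exposure to compound and label / Signal: fluorescence, ex 485 nm, em 525 nm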
Cneo AK release: Cryptococcus neoformans cell lysis inducers, primary screen, AK release luminescence, single concentration; 0.2% of 360,000 active; lysis activity, % at 15 µM; C. neoformans lysis, adenylate kinase release luminescence, 4 h; normalised: neutral wells 0, clomiphene wells 100;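 active = mean lysis activity across replicates of at least 80%, whatever share of replicates individually reach that level; inactive = mean lysis activity below 80%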
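Assay system: C. neoformans cells. Amount: yeast cell density of 5 × 10^6 cells/mL. Technique: AK luminescence. Buffer or medium: YPD. Times: static 4 h at 37 °C with compound, 1 h detection. Dosing: single-point compound dose. Read-out: lysis from increased AK signal.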
PglD inh: C. jejuni PglD acetyltransferase inhibitors, primary screen, biochemical, DTNB colorimetric, single point; purified PglD enzyme, DTNB colorimetric CoA detection; inhibition, % at 12.5 µM; 0.098% of 360,000 active; in the data active = inhibition above about 16%, passing the limit was not always enough; also: strong numbers were not always called active
* hit, by the source's call; · = no result given; [ ] = remark or other dose.

cpd	smiles	CFTR F508del cor	miR122 inh	Statin myotox sup	FN deposit inh
1	CCS(=O)(=O)Nc1ccc2c(c1)C(=O)N(C)[C@H]1CC[C@@H](CC(=O)N[C@H]3CCN(Cc4ccccc4)C3)O[C@H]1CO2	·	·	-2	8
2	Cc1c(C(=O)N/N=C/c2ccccc2)[nH]c2c([N+](=O)[O-])cccc12	-32	8	-17	4
3	C(=C(c1ccccc1)c1ccccc1)c1ccccn1	1.7	-3	1	-3
4	Cn1ccc2c(-c3ccc(C(F)(F)F)cc3)cc3c(c21)C1CCC3O1 (stereo unspecified)	-5.2	-6	-13	6
5	CC(C)Oc1ccc(C(CC(=O)O)Cc2ccccc2)cc1 (stereo unspecified)	2.0	·	2	-6
6	Cc1c(C(=O)N2CCN(c3ccc([N+](=O)[O-])cc3)CC2)sc2ncn(CC(=O)N3CCOCC3)c(=O)c12	-2.1	-17	-6	-1
7	COc1cc2c(cc1OC)CN(C(=O)c1cc(=O)c3ccccc3o1)CC2	·	9	-27	·
8	O=C(NCCc1c[nH]c2ccccc12)/C(=C/c1cccnc1)NC(=O)c1ccco1	-3.7	-6	9	-9

cpd	Cneo AK release	GSIS activator	PglD inh	PGC1a acetyl inh
1	0	5	3	·
2	6	1	14	-22
3	11	7	6	-21
4	-2	-14	1	-16
5	2	8	1	·
6	1	-7	8	-6
7	2	·	4	7
8	3	-6	3	·

(next part)
cpd	smiles	CFTR F508del cor	miR122 inh	Statin myotox sup	FN deposit inh
9	Cc1noc(C)c1NC(=O)Nc1ccc2c(c1)C(=O)N([C@@H](C)CO)C[C@@H](C)[C@H](CN(C)C(=O)Nc1ccc(F)cc1)OCCCC[C@@H](C)O2	0.2	2[16.7 µM]	-7	-7
10	O=C(COC(=O)/C=C/c1ccccc1)NC1CC1	-2.4	·	-2	-7
11	CCCC(=O)Nc1ccc2c(c1)C(=O)N(C)C[C@H](OC)[C@@H](C)CN(CC1CCCC1)[C@H](C)CO2	1.7	·	4	-1
12	COc1ccc(C(=O)N2C[C@@H]3[C@H](c4ccccc42)[C@@H](CO)N3C(=O)c2cccc(F)c2)cc1	-3.0	12[16.7 µM]	1	-2
13	COc1ccc(C(=O)NCCCN2CCOCC2)cc1	-1.5	-3	2	-10
14	C[C@H]1CCCCO[C@@H](CN(C)C(=O)C2CCCCC2)[C@@H](C)CN([C@@H](C)CO)C(=O)c2cc(NC(=O)c3ccccc3)ccc2O1	0.7	1[16.7 µM]	·	·
15	COc1cccc(CNC(=O)[C@H]2[C@H](CO)[C@H]3Cn4c(cccc4=O)[C@@H]2N3C(=O)C2CCCC2)c1	-1.9	·	·	-14
16	Cc1c(C(=O)NCCCN2CCCC2=O)oc2ccc(S(=O)(=O)N3CCOCC3)cc12	·	·	·	-2

cpd	Cneo AK release	GSIS activator	PglD inh	PGC1a acetyl inh
9	0	-10	1	-9
10	-2	11	-8	-5
11	·	-11	·	15
12	-4	8	-3	1
13	-2	·	0	-5
14	1	-21	-2	-1
15	·	2	·	-7
16	-1	·	-5	8

Following part
cpd	smiles	CFTR F508del cor	miR122 inh	Statin myotox sup	FN deposit inh
17	CO[C@H]1CN(C)C(=O)c2ccc(NC(=O)C3CC3)cc2OC[C@H](C)N(Cc2nccs2)C[C@H]1C	1.7	7[16.7 µM]	2	-9
18	Cc1ccc(CNc2ncccc2-c2nc3cc(Cl)ccc3o2)cc1	·	1	1	-2
19	O=C(C[C@@H]1C[C@@H]2c3cc(NC(=O)c4cccnc4)ccc3O[C@@H]2[C@@H](CO)O1)NCc1cc(F)ccc1F	0.4	7[16.7 µM]	-1	13
20	O=C1NN=C(c2ccc(Br)cc2)CC1c1ccc(Cl)cc1 (stereo unspecified)	-4.3	-1	5	1
21	C=CCOc1ccc(/C=C/C(=O)OCC(=O)N(C)CC(=O)Nc2ccc(F)cc2)cc1	-1.3	·	1	-10
22	NNC(=O)c1ccc(COc2ccccc2)cc1	-2.3	-9	·	3
23	Cc1ccc([C@@H]2C[C@H]3[C@@H](CN2S(=O)(=O)c2ccc(Cl)cc2)C(=O)C[C@@H](c2ccccc2F)N3S(=O)(=O)c2ccc(C)cc2)cc1	0.9	2	6	·
24	COc1cc(C(O)c2nc(-c3ccccc3OC)cs2)ccc1F (stereo unspecified)	-2.0	2	1	9

cpd	Cneo AK release	GSIS activator	PglD inh	PGC1a acetyl inh
17	1	-7	-2	·
18	3	·	6	5
19	4	-9	0	1
20	·	13	·	-2
21	-2	4	0	·
22	4	-2	-2	8
23	1	-17	2	19
24	0	-22	1	·

Further results:
cpd	smiles	CFTR F508del cor	miR122 inh	Statin myotox sup	FN deposit inh
25	CCn1cc(S(=O)(=O)CC(=O)N2CCc3ccccc32)c2ccccc21	4.7	17	2	11
26	O=C(C[C@H]1CC[C@H]2[C@@H](COC[C@H](O)CN2C(=O)Nc2ccccc2)O1)NCc1ccncn1	-0.9	2[16.7 µM]	9	3
27	CCCCNC(=O)CCn1ccc2cc(S(=O)(=O)N3CCCC3)ccc21	-1.1	3	-1	3
28	N#CCN1CCN(CCC(=O)Nc2ccc(OCc3ccccc3)cc2)CC1	·	-8	-7	·
29	CC(C)Cc1nnc(NC(=O)CSc2nc(=O)cc(N)n2-c2ccccc2)s1	·	1	4	·
30	Cc1ccc(CNc2nc(N)c([N+](=O)[O-])c(NCCO)n2)cc1	1.0	8	4	5
31	COc1cccc(NC(=O)N[C@H]2CC[C@H](CC(=O)N3CCCCC3)O[C@H]2CO)c1	0.1	·	-7	·
32	Cc1nc2sc(C(c3ccco3)N3CCC(C)CC3)c(O)n2n1 (stereo unspecified)	-0.8	7	14	7

cpd	Cneo AK release	GSIS activator	PglD inh	PGC1a acetyl inh
25	4	·	6	·
26	-1	14	-2	-5
27	5	-4	5	0
28	-2	·	-4	-12
29	-4	·	-1	-3
30	0	53	3	-1
31	-17	16	7	-4
32	0	·	8	0

Next section
cpd	smiles	CFTR F508del cor	miR122 inh	Statin myotox sup	FN deposit inh
33	CCCn1c(SCCC(=O)O)nc2ccccc21	-1.3	8	-1	0
34	O=C(NC1CCCC1)C(c1cccs1)N(C(=O)c1ccco1)c1ccc2c(c1)OCO2 (stereo unspecified)	·	5	·	4
35	COc1ccc(CCn2c(S)nc3ccccc3c2=O)cc1	3.0	15	4	-2
36	CCCN1C2CCCC1CC(NC(=S)Nc1cc(C)ccc1C)C2 (stereo unspecified)	·	-9	-6	4
37	C[C@@H]1CN([C@@H](C)CO)C(=O)c2cc(NC(=O)c3ccncc3)ccc2O[C@@H](C)CCCCO[C@@H]1CN(C)Cc1ccc(C(F)(F)F)cc1	-2.1	-2[16.7 µM]	121*	4
38	Cc1nn(-c2ccccc2)c(C)c1NC(=O)c1cccs1	·	-4	12	-2
39	CCc1ccc(N2C(=O)Nc3ccc(Br)cc3C2(O)C(=O)NCCN(C)C)cc1 (stereo unspecified)	-1.0	·	-8	-6
40	COc1ccc(OCC(=O)Nc2ccc(C)cc2)cc1	·	-14	-7	-8

cpd	Cneo AK release	GSIS activator	PglD inh	PGC1a acetyl inh
33	·	12	·	16
34	0	·	-6	-5
35	0	0	5	5
36	2	6	4	-7
37	1	-16	-2	·
38	1	·	6	6
39	-4	4	2	2
40	·	-9	0	-16

(cont.)
cpd	smiles	CFTR F508del cor	miR122 inh	Statin myotox sup	FN deposit inh
41	COc1ccc(Nc2ncnc3c2cnn3Cc2ccccc2)cc1OC	·	-8	-11	·
42	CCNC(=O)C[C@H]1CC[C@@H](NC(=O)C2CCC2)[C@@H](CO)O1	1.3	·	-3	-1
43	C[C@@H]1CN([C@H](C)CO)C(=O)c2cc(C#Cc3ccccc3F)cnc2O[C@@H]1CN(C)C(=O)C1CCOCC1	2.7	1[16.7 µM]	-15	-10
44	CO[C@H]1CC[C@H]2CCOc3ccc(C#N)cc3C(=O)N(C)CC3(CCCCC3)CC(=O)N(C)C[C@H]1O2	·	·	-12	-10

cpd	Cneo AK release	GSIS activator	PglD inh	PGC1a acetyl inh
41	·	4	·	-26
42	-8	12	0	-6
43	1	8	-1	7
44	-1	-5	0	·

Exported screen by screen: entries from further up
33) CCCn1c(SCCC(=O)O)nc2ccccc21
34) O=C(NC1CCCC1)C(c1cccs1)N(C(=O)c1ccco1)c1ccc2c(c1)OCO2 (stereo unspecified)
35) COc1ccc(CCn2c(S)nc3ccccc3c2=O)cc1
36) CCCN1C2CCCC1CC(NC(=S)Nc1cc(C)ccc1C)C2 (stereo unspecified)
37) C[C@@H]1CN([C@@H](C)CO)C(=O)c2cc(NC(=O)c3ccncc3)ccc2O[C@@H](C)CCCCO[C@@H]1CN(C)Cc1ccc(C(F)(F)F)cc1
38) Cc1nn(-c2ccccc2)c(C)c1NC(=O)c1cccs1
39) CCc1ccc(N2C(=O)Nc3ccc(Br)cc3C2(O)C(=O)NCCN(C)C)cc1 (stereo unspecified)
40) COc1ccc(OCC(=O)Nc2ccc(C)cc2)cc1

| Screen / compound no. | 33 | 34 | 35 | 36 | 37 | 38 | 39 | 40 |
| --- | --- | --- | --- | --- | --- | --- | --- | --- |
| CFTR F508del cor | -1.3 | · | 3.0 | · | -2.1 | · | -1.0 | · |
| miR122 inh | 8 | 5 | 15 | -9 | -2[16.7 µM] | -4 | · | -14 |
| Statin myotox sup | -1 | · | 4 | -6 | 121* | 12 | -8 | -7 |
| FN deposit inh | 0 | 4 | -2 | 4 | 4 | -2 | -6 | -8 |
| Cneo AK release | · | 0 | 0 | 2 | 1 | 1 | -4 | · |
| GSIS activator | 12 | · | 0 | 6 | -16 | · | 4 | -9 |
| PglD inh | · | -6 | 5 | 4 | -2 | 6 | 2 | 0 |
| PGC1a acetyl inh | 16 | -5 | 5 | -7 | · | 6 | 2 | -16 |

41) COc1ccc(Nc2ncnc3c2cnn3Cc2ccccc2)cc1OC
42) CCNC(=O)C[C@H]1CC[C@@H](NC(=O)C2CCC2)[C@@H](CO)O1
43) C[C@@H]1CN([C@H](C)CO)C(=O)c2cc(C#Cc3ccccc3F)cnc2O[C@@H]1CN(C)C(=O)C1CCOCC1
44) CO[C@H]1CC[C@H]2CCOc3ccc(C#N)cc3C(=O)N(C)CC3(CCCCC3)CC(=O)N(C)C[C@H]1O2

| Screen / compound no. | 41 | 42 | 43 | 44 |
| --- | --- | --- | --- | --- |
| CFTR F508del cor | · | 1.3 | 2.7 | · |
| miR122 inh | -8 | · | 1[16.7 µM] | · |
| Statin myotox sup | -11 | -3 | -15 | -12 |
| FN deposit inh | · | -1 | -10 | -10 |
| Cneo AK release | · | -8 | 1 | -1 |
| GSIS activator | 4 | 12 | 8 | -5 |
| PglD inh | · | 0 | -1 | 0 |
| PGC1a acetyl inh | -26 | -6 | 7 | · |
